Compound activity: PubChem, several laboratories
ABHD5 PLIN5 PPI – ABHD5-PLIN5 protein interaction inhibition. inhibition, % at 4 µM. actives 0.78% (n = 360,000). AID 602281. Split G. princeps luciferase complementation, luminescence, 4 h. Q00G26+Q8WTS1;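 active = inhibition above the mean inhibition across every tested compound plus 3 SD, cut at about 22% in these data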;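 note: 0% = DMSO only wells and the 100% control is not disclosed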
ABCB6 inh 2 – human ABCB6 transporter inhibition; actives 0.19% (n = 360,000); fluorescence ratio to DMSO, % at 10 µM; AID 602162; K562-ABCB6 porphyrin accumulation, flow cytometry, 1 h; stronger effect = lower value;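 active = fluorescence ratio to DMSO below 75%, the collection mean minus 3 SD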;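 note: signal is porphyrin accumulated inside mitochondria; 100% equals median channel fluorescence of DMSO control wells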
TLR9-MyD88 inh – TLR9-MyD88 interaction inhibition; Q9NR96+Q99836; CHO BLA complementation TLR9-MyD88, CCF4 FRET ratio; inhibition, % at 4.98 µM; actives 0.21% (n = 340,000); AID 504734;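 active = inhibition above the mean over all tested compounds plus 3 SD, cut at about 21% in these data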;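 note: 0% = DMSO only wells and 100% = clavulanate BLA inhibitor control wells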
MC4R antagonist – antagonists of human melanocortin 4 receptor (MC4R); P32245; MC4R-expressing cells, MTII-stimulated cAMP, LANCE TR-FRET; inhibition, % at 6.5 µM; actives 0.48% (n = 360,000);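 active = inhibition above its plate's cutoff, the mean of tested wells on that plate plus 3 SD, cut at about 29% in these data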;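 note: 0% = Melanotan II alone and 100% = Melanotan II plus saturating MCL0020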
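Material – human MC4R-expressing U2OS cells · Repeats – no replicates · Detection – TR-FRET with Eu-cAMP and labeled anti-cAMP, 671 nm · Times – compound 30 min, challenge 1 h, detection 1 h · Compound – single nominal compound dose of 6.5 µM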
N-glyco inh – blocks N-linked glycosylation in D54 reporter cells; reporter increase, % at 12.5 µM; D54 ERlucT glycosylation luciferase reporter, 24 h; percent of 100 nM tunicamycin response; AID 588692; actives 0.23% (n = 360,000);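 active = mean luciferase reporter signal, scaled so untreated is 0 and the glycosylation-blocking control 100, at or above a set limit in every replicate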;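 note: luciferase carries N-glycosylation sites so blocking glycosylation raises the light; 0% = median of neutral control wells and 100% = median of 100 nM tunicamycin wells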
HTR2A ag – activates the mouse 5-HT2A serotonin receptor | P35363 | CHO-K1 mHTR2A beta-arrestin complementation, luminescence; percent of 30 µM serotonin response | activation, % at 7.6 µM | actives 0.66% (n = 360,000) | AID 624169;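 active = activation above a run cutoff, the mean activation of all tested compounds plus 3 SD, cut at about 14% in these data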;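 note: 0% = plate median of compound wells and 100% = 30 µM serotonin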
Target sequence (P35363 whole entry, looked up): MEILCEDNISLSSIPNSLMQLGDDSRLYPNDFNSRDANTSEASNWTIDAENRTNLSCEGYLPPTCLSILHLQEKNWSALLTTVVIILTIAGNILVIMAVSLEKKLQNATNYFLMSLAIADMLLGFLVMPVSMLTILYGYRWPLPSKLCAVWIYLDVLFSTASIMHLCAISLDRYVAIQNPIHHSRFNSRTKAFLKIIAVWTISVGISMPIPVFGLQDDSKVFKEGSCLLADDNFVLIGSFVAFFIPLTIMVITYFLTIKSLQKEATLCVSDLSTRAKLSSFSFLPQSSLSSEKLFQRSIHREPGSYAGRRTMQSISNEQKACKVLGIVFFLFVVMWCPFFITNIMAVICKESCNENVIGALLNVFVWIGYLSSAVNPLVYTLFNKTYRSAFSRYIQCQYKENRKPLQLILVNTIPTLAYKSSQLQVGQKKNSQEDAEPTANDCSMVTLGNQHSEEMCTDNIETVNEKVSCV
NOD2-RIPK2 inh – inhibitors of human NOD2-RIPK2 interaction; actives 0.38% (n = 360,000); CHO BLA complementation NOD2-RIPK2, CCF4 ratio; inhibition, % at 4.98 µM; in the data active = inhibition above about 21%;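 note: 0% = vehicle only and 100% = reference blocker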
Target sequence (O43353 whole entry, looked up): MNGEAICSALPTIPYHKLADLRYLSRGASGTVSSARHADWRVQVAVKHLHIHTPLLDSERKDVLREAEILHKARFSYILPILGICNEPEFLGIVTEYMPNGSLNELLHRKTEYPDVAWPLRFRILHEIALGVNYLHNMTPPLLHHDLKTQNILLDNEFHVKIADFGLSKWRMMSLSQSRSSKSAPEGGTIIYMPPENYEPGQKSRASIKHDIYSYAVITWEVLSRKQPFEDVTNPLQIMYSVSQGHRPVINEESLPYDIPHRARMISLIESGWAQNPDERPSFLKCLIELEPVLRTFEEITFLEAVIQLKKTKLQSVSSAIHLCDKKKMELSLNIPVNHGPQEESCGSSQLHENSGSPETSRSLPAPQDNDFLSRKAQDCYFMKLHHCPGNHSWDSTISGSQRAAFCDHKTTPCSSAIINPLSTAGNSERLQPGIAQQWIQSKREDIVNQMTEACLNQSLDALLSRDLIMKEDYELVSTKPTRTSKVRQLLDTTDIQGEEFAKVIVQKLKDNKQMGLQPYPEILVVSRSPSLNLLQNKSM
MC4R barr agon – human MC4R agonism via beta-arrestin. activation, % at 8.9 µM. actives 0.98% (n = 360,000). U2OS MC4R beta-arrestin complementation, luminescence; percent of melanotan II response, DMSO zero. P32245;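 active = activation above a per-plate cutoff, the mean activation of sample wells on that plate plus 3 SD, cut at about 8% in these data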
H9c2 protect – myocardial damage modulation in H9c2 cells. H9c2 cardiomyocytes, H2O2 injury protection, ATPLite, 2 h. protection from H2O2 cell death, % at 20 µM. actives 0.63% (n = 360,000). AID 588492;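 active = compounds giving at least 50% protection of heart cells from peroxide-induced death in the single-dose screen, raw or plate-pattern-corrected value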;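 note: 0% = DMSO wells with peroxide and 100% = DMSO wells without peroxide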
NCOA2 inhibitor – inhibits human steroid receptor coactivator 2 | Q15596 | HEK293 GAL4-SRC2 luciferase reporter, luminescence | inhibition, % at 9 µM | actives 0.17% (n = 370,000) | AID 651957;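 active = inhibition above the mean inhibition of all tested compounds plus 3 SD, set per campaign, cut at about 52% in these data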;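 note: 0% = DMSO treated cells and 100% = cells given Gossypol at 36 µM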
An asterisk follows results filed as active; i = inactive; / = not tested or not shown.

SMILES	ABHD5 PLIN5 PPI	ABCB6 inh 2	TLR9-MyD88 inh	MC4R antagonist	N-glyco inh	HTR2A ag	NOD2-RIPK2 inh	MC4R barr agon	H9c2 protect	NCOA2 inhibitor
O=c1[nH]c(=O)n(-c2ccccc2)c2c1C(C(F)(F)F)(C(F)(F)F)N=C(C1CCCCC1)N2	-11	96	-19	1	1	-3	2	-1.9	16	3
O=C(COc1ccc2ccccc2c1)NNC(=O)[C@@H]1CCCC[C@@H]1C(=O)O	-1	92	0	0	2	2	1	-1.8	-4	-5
COc1ccc(-n2c(SCC(=O)Nc3sc4c(c3C#N)CCCC4)nnc2-c2ccc(O)cc2)cc1	-4	94	-12	16	2	4	3	2.4	-2	-13
c1ccc(CSc2nnc(-c3ccco3)n2Cc2ccco2)cc1	4	96	7	16	-2	-2	-6	-2.1	3	-22
C[C@H](CO)N1C[C@H](C)[C@@H](CN(C)Cc2ccc3c(c2)OCO3)Oc2ccc(NC(=O)Cn3cnnn3)cc2C1=O	8	101	-4	5	1	2	-5	0.4	1	-8
COc1ccc(CCNC(=O)c2cc3c(C)nccc3[nH]c2=O)cc1OC	3	98	-1	6	2	4	2	-0.7	76*	-4
O=C(Oc1ccccc1-c1nnco1)c1ccc(Cl)cc1	1	112	1	9	0	3	-6	-1.4	6	-41
O=C(c1ccc(Cl)cc1)n1c(NCc2ccccc2)n[nH]c1=S	1	103	0	12	-2	1	-2	-0.4	5	-8
O=C(Cc1cccs1)Nc1ccccc1F	-7	102	0	24	-1	1	-6	-1.3	0	-13
COCCNC(=O)C1CC2Cn3c(nc4cc(Cl)c(Cl)cc43)C2N1C (stereo not given)	-6	101	-10	4	3	7	3	-0.6	4	1
CC1CN(C(=S)Nc2ccc(Cl)cc2)CC(C)O1 (stereo not given)	2	97	2	5	0	2	9	-0.2	4	2
CCN(CC(=O)Nc1ccccc1C(F)(F)F)C(=O)c1ccc2c(c1)NC(=O)C(C)S2 (stereo not given)	-4	94	0	1	0	-1	5	-2.5	-3	10
COc1ccccc1CNC(=O)COC(=O)CNS(=O)(=O)c1ccc(NC(C)=O)cc1	1	93	6	3	2	4	-3	-1.4	-10	10
Cc1cc[n+]2cc(-c3cccc([N+](=O)[O-])c3)c(-c3cccc([N+](=O)[O-])c3)cc2c1	0	97	-1	-1	4	3	-5	-1.3	-4	-9
CCC(C)NC(=O)c1ccc(NC(=O)CC2SC(N3CCCCC3)=NC2=O)cc1 (stereo not given)	8	96	3	-4	1	5	-6	-1.1	-5	-8
NNC(=O)C1=NOC2COC3(CCN(c4ncccn4)CC3)OCC12 (stereo not given)	-3	99	/	6	0	-3	-5	-1.6	-4	5
CCOC(=O)Nc1ccc2c(c1)N(C(=O)CCN1CCN(CCO)CC1)c1ccccc1CC2	-9	101	-1	-5	0	-1	1	-1.7	1	-17
CC(=O)Nc1cccn(Cc2c(Cl)cccc2Cl)c1=O	0	97	-2	5	0	4	-1	0.3	1	-34
O=C(c1ccco1)N1CCN(c2c([N+](=O)[O-])nn(-c3ccc(Cl)cc3)[n+]2[O-])CC1	-1	95	8	-4	1	1	-1	-0.2	-7	2
CC1CC(N(C(=O)c2ccco2)c2ccccc2)c2ccccc2N1 (stereo not given)	-2	96	-7	8	-1	-4	-1	-2.9	-8	-9
Cc1ccccc1NC(=O)CSc1cn[nH]n1	4	96	4	2	0	-3	1	-2.3	4	19
Cc1ccc(-c2cc(C(F)(F)F)n3ncc(C(=O)N4CCCc5ccccc54)c3n2)cc1	-8	94	-6	4	-1	-2	-7	-1.6	-4	-2
O=c1[nH]c(NCCO)nc2ncn(Cc3ccccc3)c12	7	95	5	5	4	1	-8	-0.5	14	0
COC(=O)c1ccc(S(=O)(=O)c2ccccc2)c(N)c1	-7	81	6	0	-1	-4	-5	-1.9	0	-7
Cc1cccc(C(C)C)c1-n1nnnc1-c1ccccc1	12	102	13	-4	-4	-2	7	2.0	-10	14
SMILES	ABHD5 PLIN5 PPI	ABCB6 inh 2	TLR9-MyD88 inh	MC4R antagonist	N-glyco inh	HTR2A ag	NOD2-RIPK2 inh	MC4R barr agon	H9c2 protect	NCOA2 inhibitor
Brc1nc(Br)n(Cc2ccccc2)n1	0	94	-3	-5	1	-6	0	-4.4	-8	8
COCc1cc(C)nc2sc(C(=O)N3CCCC3)c(N)c12	0	103	6	6	0	7	-2	-3.0	4	-4
COc1cccc(NC(=O)COc2ncnc3sc(C)c(C)c23)c1	4	99	0	3	0	-2	-1	0.1	2	1
OC(CN1CCCCC1)CN1CCCCC1	3	124	1	1	3	1	-8	-1.5	-6	-14
CC(C)CC(=O)N1CCC(O)(CS(=O)(=O)Cc2ccccc2Cl)CC1	-1	98	-4	10	3	-3	4	-2.1	2	-7
O=C(CSc1ccc2c(c1)OCCO2)Nc1ccccc1	-3	100	2	12	-2	-2	-6	1.6	-5	-43
CCc1nnc(N/N=C/c2cccs2)n1N	-24	100	-4	1	4	6	0	0.6	-7	-25
CCN1CCN(CCC(=O)Nc2ccc(Br)c(C)c2)CC1	2	105	-1	8	-2	-5	-6	-0.1	5	-35
O=C1CCCc2c1nc(-c1cccc(Cl)c1)n2O	0	99	-7	11	1	1	-2	0.9	3	0
O=C(CN1C(=O)C2C3C=CC(C3)C2C1=O)NCCN1CCCc2ccccc21 (stereo not given)	-4	104	3	14	0	2	-6	-1.5	-1	-10
COc1ccn(C2CCCCO2)c(=O)n1 (stereo not given)	-6	95	-2	-4	0	3	6	-0.7	-4	-19
O=C(O)C1CCCCC1C(=O)Nc1cccc(Br)c1 (stereo not given)	5	97	-5	-6	3	6	-16	-0.9	-3	-11
COc1ccc(NC(=O)c2cccc3c2C(=O)N(C2CCCCC2)C3)cc1	1	94	4	1	-9	2	3	-1.4	-4	10
Cc1cc(SCc2c(F)cccc2Cl)nc(=O)[nH]1	-3	103	9	4	2	-3	-20	-3.3	1	-4
O=C(/C=C/Nc1ccc(F)cc1)c1ccc(Br)cc1	-12	99	1	0	-9	-4	4	0.1	-9	-48
Cc1ccc2nc(SCC(=O)Nc3cc(C)on3)[nH]c2c1	-4	103	-8	8	2	-3	-3	-3.1	1	2
CCCS(=O)(=O)N1CCn2c(nc3ccccc32)C1	5	100	-2	4	1	8	-10	0.4	12	-5
Cc1nonc1C(=O)N/N=C/c1cccc(O)c1	-3	96	0	6	1	-3	-4	-2.3	6	-17
COc1ccccc1CN(C)C(=O)CSc1nnc(C2CC2)n1C1CC1	-1	94	-4	4	0	0	5	-0.1	4	-16
Cc1ccc2c(c1)N=C(c1ccc(F)cc1)CO2	-7	218	-10	-4	-2	3	-8	-1.9	-9	-67
Cn1cc(/C=N\O)nc2c(=O)n(-c3ccccc3)c(=O)nc1-2	0	101	8	-1	0	0	1	-2.2	-11	-27
COc1ccc(CN(CC(=O)NCc2ccc(F)cc2)C(=O)CCC(=O)Nc2nccs2)cc1	-2	94	3	-3	2	-1	-12	-1.8	-4	1
COC(=O)[C@]1(Cc2ccccc2)N[C@H](CN(C)S(=O)(=O)c2ccc(C(F)(F)F)cc2)[C@@H]2C(=O)N(Cc3ccccc3)C(=O)[C@@H]21	1	100	2	-3	-8	-6	-7	-1.2	2	-56
Cc1cc2nc[nH]c(=O)n2n1	-15	106	-7	4	2	6	2	0.0	6	-17
CC(=O)c1c(C)[nH]c(C(=O)OCC(=O)NCC(C)C)c1C	1	94	2	8	-1	0	-13	-0.1	15	14
SMILES	ABHD5 PLIN5 PPI	ABCB6 inh 2	TLR9-MyD88 inh	MC4R antagonist	N-glyco inh	HTR2A ag	NOD2-RIPK2 inh	MC4R barr agon	H9c2 protect	NCOA2 inhibitor
CC(C)c1ccc(/C=C/C(=O)n2nnc3ccccc32)cc1	6	89	8	3	8	4	-10	-1.1	-5	2
CS(=O)(=O)N(CC(=O)N1CCN(Cc2ccccc2)CC1)c1cccc(Cl)c1	2	100	-11	5	-2	1	5	-1.4	-2	19
Cc1ccc2nc(NC(=O)CS(=O)(=O)Cc3ccccc3)sc2c1	-7	96	3	1	-2	-2	-2	2.0	-9	9
CCOc1ccc(-n2c(SCC(=O)Nc3cc(OC)c([N+](=O)[O-])cc3C)nc3ccccc32)cc1	2	109	-1	12	-5	1	-8	-2.3	-6	6
CN1/C(=C\P(=O)(N(C)C)N(C)C)C(C)(C)c2ccccc21	4	i	-3	-3	1	9	-6	1.5	-14	5
COCCN(CCOC)Cc1c(O)ccc2c1O/C(=C\c1ccc(C)o1)C2=O	22	95	-9	1	0	2	-2	-1.2	6	9
CCCCNC(=O)Nc1cc(C(F)(F)F)c[nH]c1=O	-6	98	1	-4	2	-2	-3	-1.6	0	21
O=c1[nH]c(=O)c2nc(-c3ccc(Cl)cc3)cnc2[nH]1	-2	93	5	1	3	1	3	-0.3	-5	-16
O=C(Nc1ccc(Cc2ccncc2)cc1)c1cc(F)c(F)cc1Cl	-3	104	-2	2	-1	1	-4	-2.0	0	9
CC12CCC(C(=O)Nc3ccc(SC(F)F)cc3)(CC1=O)C2(C)C (stereo not given)	-5	99	-14	21	-2	1	-13	3.5	-4	14
O=C(Nc1c(Cl)cc2c(c1Cl)Cc1cc([N+](=O)[O-])ccc1-2)C(Cl)Cl	-10	96	-3	4	-9	-3	7	-0.9	-7	-26
CC(C)CN(CC(C)C)C(=O)CN1C(=O)NC2(CCCc3ccccc32)C1=O (stereo not given)	-7	94	-12	-1	-1	-1	2	-0.8	1	-19
CCOC(=O)c1sc(N(Cc2ccccc2)C(=O)COC(=O)c2cnccn2)nc1C	2	97	2	-2	0	-3	-4	-1.7	6	-4
CN(CCOC(=O)c1ccc2c(c1)OCO2)C(C)(C)C	14	105	0	-1	3	4	7	-0.4	3	5
Cc1ccc(NC(=S)NNC(=O)c2c(Cl)c(C)nn2C)cc1	0	94	-8	12	3	-1	7	-3.9	-5	-18
COC(=O)CSCc1nc2ccccc2[nH]c1=O	-1	248	-12	-5	1	5	-9	0.2	9	-17
CC(=O)c1cccc(NC(=O)c2cccc(S(=O)(=O)N(C)C)c2)c1	0	93	-5	6	2	3	-13	-0.7	-1	-2
CCOc1ccccc1N1CCN(S(=O)(=O)c2cc(C)ccc2OC)CC1	2	104	0	12	-4	-5	-7	-1.5	8	-3
CCC(=O)c1ccc(N2CCN(C(=O)COc3ccccc3F)CC2)c(F)c1	2	99	4	8	-1	4	-7	-0.9	-10	-3

Random excerpt: 4 entries already listed.
SMILES	ABHD5 PLIN5 PPI	ABCB6 inh 2	TLR9-MyD88 inh	MC4R antagonist	N-glyco inh	HTR2A ag	NOD2-RIPK2 inh	MC4R barr agon	H9c2 protect	NCOA2 inhibitor
O=c1[nH]c(=O)c2nc(-c3ccc(Cl)cc3)cnc2[nH]1	-2	93	5	1	3	1	3	-0.3	-5	-16
CN1/C(=C\P(=O)(N(C)C)N(C)C)C(C)(C)c2ccccc21	4	i	-3	-3	1	9	-6	1.5	-14	5
CS(=O)(=O)N(CC(=O)N1CCN(Cc2ccccc2)CC1)c1cccc(Cl)c1	2	100	-11	5	-2	1	5	-1.4	-2	19
CC(C)c1ccc(/C=C/C(=O)n2nnc3ccccc32)cc1	6	89	8	3	8	4	-10	-1.1	-5	2

A portion of the library; rates above refer to the full screens.
